S100A4 inh HTS: inhibitors of human S100A4 binding to myosin IIA peptide. hit rate 0.14% among 360,000. S100A4/TAMRA-MyoIIA peptide fluorescence polarization. inhibition, % at 10.7 µM. AID 652163. P26447;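 active means mean inhibition of at least 70% across replicates, with every replicate also reaching that level; inconclusive means mean inhibition reaches 70% but some replicates fall short; inactive means mean inhibition below 70%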
Target sequence (P26447 whole entry, looked up): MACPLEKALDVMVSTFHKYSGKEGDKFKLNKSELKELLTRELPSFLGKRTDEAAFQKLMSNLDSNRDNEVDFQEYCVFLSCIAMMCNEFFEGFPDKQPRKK
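incubation = readout 5 min after mixing, signal stable up to 60 min | system = S100A4 monomer protein | buffer or medium = HEPES pH 7.2 with CaCl2, KCl, NaCl, DTT, Triton | benchmarks = neutral control DMSO, positive control TFP | also added = fluorescent myosin IIA peptide, 5 nM | compound dosing = one concentration per compound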
RAD54 branch: inhibitors of human RAD54 branch migration; Q92698; RAD54 Holliday junction branch migration, FAM/BHQ fluorescence; inhibition, % at 10.4 µM; hit rate 0.14% among 360,000; AID 602329;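 active means mean normalized replicate activity at least 40 and at least half of replicates scoring 40 or more; inconclusive means only one of the two criteria met; inactive means mean below 40 and under half of replicates reaching 40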;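 further: 0% = median of neutral control wells and 100% = median of positive control wells; inhibitors cause a drop in the FAM fluorescence signal; in these data hits start at about 50%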
Xi reactivation: activators of X-chromosome reactivation in mouse fibroblasts | XiGFP mouse fibroblasts, % GFP-positive cells imaging, 3 d; cells co-treated with 5-aza-dC sensitizer; scaled so ellipticine positive control = 100% | activation, % at 7.58 µM | hit rate 0.055% among 360,000 | AID 743238;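 active means mean normalized replicate activation at least 10% and every replicate at or above 10%; inconclusive means only one of the two criteria met; inactive means mean below 10% and not all replicates reach 10%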;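 further: 0% = median of on-plate neutral control wells and 100% = ellipticine 6 µM median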
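System: 68-5-11 XiGFP fibroblast line; Timing: 3 days compound exposure; Compound dosing: one concentration, pinned; Benchmarks: positive control ellipticine, 6 µM final; Buffer or medium: DMEM containing 5-aza-dC.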
E-sel inducer: E-selectin induction on HUVECs | AID 686992 | P16581 | activation, % at 7.58 µM | HUVEC E-selectin immunofluorescence imaging; normalized: neutral wells 0, TNF-alpha wells 100 | hit rate 0.37% among 260,000;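 active means mean E-selectin-positive cell signal at least 10% of the positive control, reached in at least 60% of replicates, without over 20% cell loss; inconclusive means no rule given, readout overlaps actives, possibly toxicity-flagged; inactive means the rest, including those meeting only one limit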;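 further: in these data hits start at about 27%; measured in HUVEC primary endothelial cells; signal is the percent of cells scored E-selectin positive by PE staining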
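Read-out: % PE-positive cells | Test system: HUVEC | Doses: One compound dose added by pin transfer | Buffer or medium: EGM-2 over gelatin coat | Signal: Immunofluorescence imaging | Benchmarks: TNF-alpha, DMSO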
ERAP1 HTS inh: ERAP1 (human) enzyme inhibition | recombinant ERAP1, Leu-AMC fluorescence, 60 min | inhibition, % at 10.7 µM | Q9NZ08 | hit rate 0.15% among 340,000;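 active means mean replicate inhibition of at least 30%, or all replicates individually reaching that 30% level; inactive means mean below 30% and not every replicate reaching it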;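 further: 0% = neutral control wells and 100% = L-leucinethiol positive control wells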
RAD52 inh: inhibitors of human RAD52 DNA annealing. recombinant RAD52 DNA annealing, FRET fluorescence. hit rate 0.46% among 360,000. inhibition, % at 18.7 µM. P43351;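 active means every replicate showing at least 50% inhibition; inconclusive means mean inhibition at least 50% but not in every replicate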
Target sequence (P43351 whole entry, looked up): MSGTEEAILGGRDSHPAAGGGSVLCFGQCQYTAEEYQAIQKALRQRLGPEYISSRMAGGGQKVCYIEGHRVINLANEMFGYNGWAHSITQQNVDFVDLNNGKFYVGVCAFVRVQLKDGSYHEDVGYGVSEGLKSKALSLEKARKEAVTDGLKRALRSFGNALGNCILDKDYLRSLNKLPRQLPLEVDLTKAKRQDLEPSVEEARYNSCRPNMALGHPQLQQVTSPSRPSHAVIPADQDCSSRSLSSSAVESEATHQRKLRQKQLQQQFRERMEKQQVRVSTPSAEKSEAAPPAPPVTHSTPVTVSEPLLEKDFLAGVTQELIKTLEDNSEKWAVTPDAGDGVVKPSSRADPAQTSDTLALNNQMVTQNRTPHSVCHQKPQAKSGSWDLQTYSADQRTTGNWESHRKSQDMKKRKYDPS
ERp5 block: ERp5 (human) disulfide isomerase inhibition. ERp5 insulin aggregation, absorbance 650 nm, 90 min. inhibition, % at 9.99 µM. hit rate 0.05% among 350,000;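 active means mean replicate inhibition above about 25%, with every replicate also reaching it, limit read from the data, passing the limit was not always enough; inconclusive means only one of those two criteria met; inactive means neither criterion met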
Target sequence (Q15084 whole entry, looked up): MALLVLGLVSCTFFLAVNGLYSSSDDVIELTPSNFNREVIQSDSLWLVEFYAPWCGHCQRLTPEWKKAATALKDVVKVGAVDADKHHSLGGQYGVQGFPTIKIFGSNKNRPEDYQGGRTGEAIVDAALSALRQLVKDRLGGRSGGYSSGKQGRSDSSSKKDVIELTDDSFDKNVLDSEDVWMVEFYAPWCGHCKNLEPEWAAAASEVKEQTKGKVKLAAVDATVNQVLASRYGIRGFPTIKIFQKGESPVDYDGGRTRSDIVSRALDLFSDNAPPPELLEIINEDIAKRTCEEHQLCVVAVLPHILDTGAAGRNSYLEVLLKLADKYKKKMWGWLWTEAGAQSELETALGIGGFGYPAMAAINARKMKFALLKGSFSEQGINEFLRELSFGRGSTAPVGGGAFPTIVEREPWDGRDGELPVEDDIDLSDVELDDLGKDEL
esBAF inh: inhibitors of esBAF chromatin remodeling in mouse ES cells | Bmi1-luciferase knock-in reporter, 24 h; 100% = twice the neutral-well signal | reporter increase, % at 12.5 µM | hit rate 2% among 350,000; in the data active means activation above about 40%; inconclusive means no clear call, values can overlap the other calls;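 further: 0% = median of the plate's neutral control wells and 100% = double that signal; a rise in the Bmi1 reporter signal indicates esBAF inhibition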
* = called active by the depositor; ? = inconclusive; / = no result given.

1. COC(=O)[C@@H]1C[C@@]2(O)[C@@H](O)[C@@H](O)[C@@H](O)C[C@H]2N1Cc1ccc(-c2ccccc2)cc1
2. O=C(COC(=O)c1ccc([N+](=O)[O-])s1)Nc1ccc(Cl)cn1
3. Cc1ccccc1NC(=O)CN1CCN(C)CC1
4. N#Cc1cnc(Sc2ccccc2)nc1
5. NS(=O)(=O)c1ccc(N=Nc2c(O)c(C(=O)O)cc3ccccc23)cc1
6. Cc1ccc(C(=O)C(C)OC(=O)CCN2C(=O)C3C4C=CC(C5CC45)C3C2=O)cc1 (configuration not stated)
entry no.	1	2	3	4	5	6
S100A4 inh HTS	-12	-3	1	-3	-3	-3
RAD54 branch	-5	/	-4	/	-6	3
Xi reactivation	0.2	0.3	0.2	0.1	0.1	0.6
E-sel inducer	-0.2	-0.1	/	0.6	/	-0.1
ERAP1 HTS inh	1	-2	2	7	3	1
RAD52 inh	-5	-17	-4	-18	-5	9
ERp5 block	5	3	3	3	0	-4
esBAF inh	1	/	-6	/	2	-4

7. O=C(CCNC(=O)c1ccccc1)NNC(=O)COc1ccccc1Cl
8. COc1ccc(-c2ccc3c(c2)[C@@H]2[C@@H](CCN2C(=O)C2CCCCC2)[C@H](CO)N3C)cc1
9. O=C(NC1CC1)C1CCN(C(=O)c2ccccc2Cl)CC1
10. Cc1ccccc1OCCC(=O)OCC(=O)Nc1ccc2[nH]c(=O)[nH]c2c1
11. Cc1nc(-c2ccc(S(=O)(=O)Nc3cccc(S(N)(=O)=O)c3)s2)cs1
12. C[C@H]1CN([C@@H](C)CO)C(=O)c2cc(NC(=O)Cc3ccccc3)ccc2O[C@@H]1CN(C)S(C)(=O)=O
entry no.	7	8	9	10	11	12
S100A4 inh HTS	-3	-10	-12	-3	-6	-5
RAD54 branch	8	-1	-14	-12	-2	4
Xi reactivation	0.1	0.0	0.3	0.1	0.2	-0.3
E-sel inducer	/	-0.1	/	/	-0.2	0.2
ERAP1 HTS inh	0	2	-7	0	-2	1
RAD52 inh	-15	12	-1	2	-13	2
ERp5 block	-1	-3	1	-4	3	-3
esBAF inh	-12	-2	-7	2	-3	-3

13. COc1cccc(CNc2nc3cc(C(C)=C(C)C)sc3c(=O)n2C)c1
14. C=CCN1C(=O)CSc2ccc(C(=O)NC3CCCCC3)cc21
15. Cc1noc(C)c1S(=O)(=O)Nc1ccc2c(c1)CC(=O)N([C@@H](C)CO)C[C@@H](C)[C@@H](CN(C)C(=O)NC1CCCCC1)O2
16. CCC(C(=O)Nc1cccnc1Cl)c1ccccc1 (configuration not stated)
17. CCN(CC)c1ccc(NC(=O)CCNC(=O)c2ccco2)cc1
18. Cc1ccc(S(=O)(=O)N2C[C@H]3C(=O)C[C@@H](c4ccc(Cl)cc4)N(S(=O)(=O)c4ccc(C)cc4)[C@H]3C[C@H]2c2ccccc2)cc1
entry no.	13	14	15	16	17	18
S100A4 inh HTS	-4	-3	6	-7	-5	-5
RAD54 branch	4	9	2	-8	-9	9
Xi reactivation	0.0	-0.1	0.2	0.3	0.3	-0.1
E-sel inducer	1.3	/	12	/	/	0.9
ERAP1 HTS inh	3	-3	1	-2	-1	-2
RAD52 inh	-22	-13	-3	5	-23	-12
ERp5 block	0	2	2	2	-5	3
esBAF inh	-3	1	-2	-4	/	3

19. CS(=O)(=O)N(CC(=O)NCc1ccccc1Cl)c1cccc([N+](=O)[O-])c1
20. COc1ccc(CC(=O)N2CCCC2)c(OC)c1
21. COc1cccc(OC)c1C(=O)N1CCN(c2c(Cc3ccccc3)c(C)nc3ncnn23)CC1
22. O=C(Nc1ccccc1)N1C[C@@H]2[C@H](c3ccccc31)[C@@H](CO)N2C(=O)c1ccccn1
23. CSCC[C@H](NC(=O)Cc1c(C)c2c(cc(C)c3c(C)coc32)oc1=O)C(=O)O
24. Cc1ccc(S(=O)(=O)N2CCN(c3nn(C)c(=O)n(C)c3=O)CC2)cc1C
entry no.	19	20	21	22	23	24
S100A4 inh HTS	2	2	4	-1	0	-2
RAD54 branch	-1	0	2	3	7	7
Xi reactivation	0.0	0.1	/	0.3	0.1	0.2
E-sel inducer	/	/	/	0.0	-0.1	/
ERAP1 HTS inh	2	-3	2	5	0	-1
RAD52 inh	7	-2	-6	1	-1	-10
ERp5 block	-4	2	5	-1	1	1
esBAF inh	-1	6	3	2	1	-14

25. CC1CCCC(NC(=O)COC(=O)CCc2ccccc2)C1C (configuration not stated)
26. COCC(=O)N1CCCCN2[C@@H](CO)[C@H](c3ccc(-c4ccc(F)cc4)cc3)[C@@H]2C1
27. O=C(NC1CCN(Cc2ccccc2)CC1)c1cccc(S(=O)(=O)Nc2ccc(SC(F)F)cc2)c1
28. c1ccc2c(c1)nc(NCc1ccc3c(c1)OCO3)n2CCN1CCOCC1
29. COc1ccc(C#Cc2ccc3c(c2)[C@H]2[C@H](CCN2C(C)=O)[C@H](CO)N3)cc1
30. CC(=O)N1CCCCN2[C@H](CO)[C@H](c3ccc(-c4cccc(C(=O)N(C)C)c4)cc3)[C@@H]2C1
entry no.	25	26	27	28	29	30
S100A4 inh HTS	-6	-4	0	5	/	?
RAD54 branch	/	0	-5	/	2	7
Xi reactivation	0.1	0.0	0.2	0.0	0.2	0.0
E-sel inducer	4.5	-0.4	/	/	1.4	0.1
ERAP1 HTS inh	1	0	0	-3	/	3
RAD52 inh	-17	-1	-30	-11	/	10
ERp5 block	-6	2	-11	2	/	1
esBAF inh	/	/	-2	/	3	/

31. O=C(O)c1ccc(OCC2CCCO2)cc1 (configuration not stated)
32. COc1cc(SC)ccc1C(=O)Nc1nc(C)cs1
33. COC(=O)Nc1ccc(Cc2ccncc2)cc1
34. CC(=O)N1[C@@H]2c3ccc(-c4ccncc4)c(=O)n3C[C@H]1[C@H](CO)[C@H]2C(=O)NC1Cc2ccccc2C1
35. COc1cc(C(=O)NCC(=O)Nc2ccc(F)c(F)c2)ccc1OCC(=O)N1CCOCC1
36. O=C(O)c1ccc(CN2CCCCC2)o1
entry no.	31	32	33	34	35	36
S100A4 inh HTS	2	-6	-34	-2	-2	7
RAD54 branch	-14	/	/	9	3	-2
Xi reactivation	0.0	0.4	0.0	0.2	0.0	/
E-sel inducer	-0.1	-0.1	-0.6	-1.3	0.2	/
ERAP1 HTS inh	-6	0	13	-1	2	0
RAD52 inh	-13	-18	-4	-5	0	-12
ERp5 block	1	6	-5	-2	1	3
esBAF inh	3	/	/	-1	-3	-8

37. Clc1cc(Br)ccc1NCc1cccnc1
38. Cc1ccc(Cc2c(C3CCCCC3)nc3ccc(C)cn23)cc1
39. C/C(=N\NC(=O)c1cc(C2CC2)nc2ccccc12)c1ccc(O)cc1O
40. CCC(C)[C@H](NC(=O)NC1CCCc2ccccc21)C(=O)OC (some centres not stated)
41. O=C(CSc1nnc(-c2cccnc2)n1-c1ccc(F)cc1)NCc1ccc2c(c1)OCO2
42. Cc1ccc(S(=O)(=O)Nc2ccc3c(c2)C(=O)N([C@H](C)CO)C[C@H](C)[C@@H](CN(C)CC2CC2)O3)cc1
entry no.	37	38	39	40	41	42
S100A4 inh HTS	3	-5	-8	-4	-2	-11
RAD54 branch	-10	-3	-1	/	2	6
Xi reactivation	0.0	0.9	0.0	-0.1	/	0.0
E-sel inducer	0.0	/	0.0	1.9	/	-29
ERAP1 HTS inh	2	2	-7	/	4	-1
RAD52 inh	0	-9	-12	0	-2	-9
ERp5 block	0	-12	6	-1	-6	-2
esBAF inh	2	-5	-11	/	0	-1

43. O=C(NC(=S)N1CCCCC1CO)c1cc(Br)ccc1Cl (configuration not stated)
44. CCc1[nH]c(=S)c(C#N)c(-c2ccccc2)c1C(=O)OC
45. C[C@@H]1CCCCO[C@@H](CN(C)C(=O)Nc2ccccc2)[C@@H](C)CN([C@H](C)CO)C(=O)c2cc(NC(=O)c3ccncc3)ccc2O1
46. COc1ccc(Cn2ccnc2SCC(=O)Nc2ccccc2)cc1
47. CSc1nc(-c2ccc(Cl)cc2)c(C#N)c(=O)[nH]1
48. CS(=O)(=O)N1CC2(C1)[C@@H](c1ccccc1)[C@@H](CO)N2Cc1ccccc1
entry no.	43	44	45	46	47	48
S100A4 inh HTS	2	-8	1	-2	2	-20
RAD54 branch	-9	/	4	0	/	/
Xi reactivation	0.2	0.0	0.0	0.0	0.1	0.0
E-sel inducer	-0.2	1.7	/	0.4	/	0.1
ERAP1 HTS inh	-3	1	-1	0	5	1
RAD52 inh	3	-6	-1	-2	-24	-26
ERp5 block	5	0	2	5	-5	3
esBAF inh	-7	/	4	-7	/	/

49. CCC(=O)Nc1ccc2c(c1)OC[C@H](C)N(Cc1nccs1)C[C@H](C)[C@@H](OC)CN(C)C2=O
50. Cn1nc(C(=O)NCc2cccc(Cl)c2)c2c1-c1ccccc1S(=O)(=O)C2
51. O=C(CCN1C(=O)c2ccc(Br)cc2C1=O)NC1CCCCC1
52. COc1ccc(NC(=O)N(C)C[C@@H]2OCCCC[C@H](C)Oc3ccc(NC(=O)c4ccncc4)cc3C(=O)N([C@@H](C)CO)C[C@@H]2C)cc1
53. Cc1ccc2c(CC(=O)NNC(=O)c3ccccc3)coc2c1
entry no.	49	50	51	52	53
S100A4 inh HTS	-6	-3	-1	/	2
RAD54 branch	-5	-8	5	-10	/
Xi reactivation	-0.1	0.0	-0.1	0.0	0.2
E-sel inducer	0.0	/	-0.1	0.1	/
ERAP1 HTS inh	3	-1	-8	/	-2
RAD52 inh	0	0	-4	/	0
ERp5 block	-6	2	5	/	-1
esBAF inh	-3	-5	-4	-5	/

3 of these compounds in a different format:
nr | SMILES | S100A4 inh HTS | RAD54 branch | Xi reactivation | E-sel inducer | ERAP1 HTS inh | RAD52 inh | ERp5 block | esBAF inh
53 | Cc1ccc2c(CC(=O)NNC(=O)c3ccccc3)coc2c1 | 2 | / | 0.2 | / | -2 | 0 | -1 | /
51 | O=C(CCN1C(=O)c2ccc(Br)cc2C1=O)NC1CCCCC1 | -1 | 5 | -0.1 | -0.1 | -8 | -4 | 5 | -4
49 | CCC(=O)Nc1ccc2c(c1)OC[C@H](C)N(Cc1nccs1)C[C@H](C)[C@@H](OC)CN(C)C2=O | -6 | -5 | -0.1 | 0.0 | 3 | 0 | -6 | -3
